Bioassay records (PubChem)
All columns: NCI-60 one-dose screen, growth in % after 48 h at 10 µM unless noted; 100 = growth as untreated, 0 = no growth, -100 = all killed.
CCRF-CEM: CCRF-CEM leukemia; actives 7% (n = 77,000)
SR: SR leukemia cells; AID 1794780; actives 8.7% (n = 73,000)
RPMI-8226: RPMI-8226 leukemia cells; actives 7.5% (n = 77,000)
MDA-MB-435: MDA-MB-435 melanoma; actives 7.8% (n = 82,000)
HOP-62: HOP-62 NSCLC. actives 3.9% (n = 80,000). AID 1794735
MOLT-4: MOLT-4 leukemia cells. actives 6.9% (n = 80,000)
MDA-MB-468: MDA-MB-468 breast cancer. actives 8.5% (n = 78,000). AID 2202374
K-562: K-562 leukemia. actives 7.4% (n = 78,000). AID 1794777
Starred values were filed as active, the others as inactive; . = no result given; & = joins results of further samples; ! = a repeat was not active. Rule for the calls: active = growth percent below 10; inactive = the rest.

SMILES | CCRF-CEM | SR | RPMI-8226 | MDA-MB-435 | HOP-62 | MOLT-4 | MDA-MB-468 | K-562
COc1cc(/C=C/C(=O)/C=C/c2ccc(-n3ccnc3)cc2)ccc1O | 37 | 25 | -5.4* | -9.2* | 98 | 33 | 38 | 7.9*
CCc1nc(C)cn1C(=O)OCc1nc2nc(Cl)nc(N3CCOCC3)c2[nH]1 | -5.3* | -16* | -33* | -74* | 48 | 6.9* | -55* | 1.1*
COc1cc(OC)c(S(=O)(=O)NNC(=O)c2ccncc2)cc1C(=O)/C=C/c1ccc(C)cc1 | 8.7* | 22 | 20 | 83 | 103 | 42 | 38 | 27
O=C(O)C(c1ccccc1)C(O)c1ccc2c(c1)OCO2 (centres undefined) | 110 | 108 | 119 | 118 | 126 | 87 | 116 | 90
CC(C)CCC[C@@H](C)[C@H]1CC[C@H]2[C@@H]3CC[C@H]4Cc5nc(N)sc5C[C@]4(C)[C@H]3CC[C@]12C | 100 | 91 | 107 | 101 | 99 | 99 | 101 | 96
CCSc1nc(-c2ccco2)n2nc(-c3cccs3)cc2n1 | 93 | 104 | 65 | 107 | 93 | 112 | 33 | 96
CC(=O)N[C@H](C(=O)N[C@H](Cc1ccccc1)C(=O)N[C@H](CS)C(=O)N[C@H](CCCN=C(N)N)C(=O)N[C@H](CCCN=C(N)N)C(=O)N[C@H](CCCN=C(N)N)C(N)=O)[C@@H](C)O | 100 | 102 | 101 | 103 | 115 | 110 | 101 | 111
CC(C)C[C@H](N)C(=O)N=S(N)(=O)c1cccc(F)c1 (some centres undefined) | 93 | 100 | 76 | 96 | 96 | 104 | 95 | 83
CC(=O)c1ccc(NC(=O)CSc2nc3ccccc3c(=O)n2-c2ccccc2)cc1 | 97 | 80 | 82 | 101 | 102 | 95 | 105 | 89
CC(C)C(=O)Oc1c(Cl)cc(Cl)c(Cl)c1Cl | 98 | 92 | . | 100 | 92 | 90 | 91 | 94
CCN(CC)c1ccc(C(O)C2=CC(=O)c3ccccc3C2=O)cc1 (centres undefined) | . | -5.6* | . | . | -13* | 7.9* | -53* | 2.9*
O=C(O)/C=C(/C(=O)O)C1CCCC1 | 102 | . | 107 | 100 | 99 | 104 | 99 | 110
Cc1nc2ccccc2nc1SCc1nnc(Nc2ccccc2)s1 | 100 | 97 | 82 | 106 | 88 | 95 | 96 | 87
CNCCCn1c2c(c3ccc(Cl)cc3c1=O)C(=O)c1cc(OC)cnc1-2 | -22* | -34* | -56* | 56 | 18 | -30* | 67 | -66*
CC(C)OC(=O)CC(=O)OC(C)C | 100 | 89 | 98 | 101 | 98 | 105 | 100 | 108
CC(C)(C)c1ccc(S(=O)(=O)N[C@H]2CC[C@H]3[C@@H]4CCc5cc(O)ccc5[C@H]4CC[C@]23C)cc1 | . | 21 | 38 | 30 | . | 17 | 58 | 17
COc1cc(CC2Sc3nc4ccccc4n3C2=O)cc(I)c1O (centres undefined) | 84 | . | 74 | 98 | 101 | 78 | 71 | 51
CCCCCCCNc1nc(Cl)ncc1-c1ccc(C(F)(F)F)cc1 | 110 | 89 | 104 | 103 | 110 | 80 | 102 | 95
CCOC(=O)/C=C/COC(=O)[C@@H]1CCCN1C(=O)CNC(=O)OC(C)(C)C | 93 | 90 | 102 | 101 | 107 | 91 | 106 | 91
Clc1ccc(C2=CSC3=NCCN23)cc1 | 106&101 | 101&91 | 102&104 | 104&97 | 94&99 | 99&100 | 96&101 | 97&97
FC(F)(F)c1nc2ccccc2n1Cc1nnc(SCc2cn(-c3cccnc3Cl)nn2)o1 | 105 | 87 | 104 | 101 | 112 | 95 | 89 | 115
COc1ccc(C(C#N)C(=O)c2cc(OC)c3c(c2)OCCO3)cc1 (centres undefined) | 103 | 128 | 102 | 99 | 119 | 107 | . | 122
CC[C@@](C)(Nc1ccnc(-c2c[nH]c3ncccc23)n1)C(=O)NCC(F)(F)F | 108 | 49 | 88 | 105 | 70 | 78 | 116 | 83
Clc1ccc(-c2nnc(Cn3ccnc3)o2)cc1 | 107 | 94 | 112 | 105 | 89 | 97 | 104 | 96
N#Cc1c(NC(=O)c2ccccc2C(F)(F)F)sc2c1CCC(=O)C2 | 13 | 21 | -2.1* | 0.9* | 33 | 11 | -0.3* | 11
O=c1nc2sc3ccccc3cc-2s1 | 105 | 117 | 102 | 102 | 100 | 102 | 96 | 100
CN(C)c1nn2c(-c3ccccc3)nnc2o1 | 105 | 102 | 112 | 104 | 107 | 104 | 105 | 119
O=C1/C(=C\c2cccc(OCc3ccc(F)cc3)c2)N=C2SCCCN12 | 58 | 89 | 58 | 96 | 86 | 53 | 31 | 53
Cc1cc(=O)[nH]c(=S)[nH]1 | 96&100 | 76 | 113&108 | 107&98 | 103&103 | 95&107 | 107&119 | 102&89
Cc1nc2nc(SCCC(=O)O)[nH]c2c(=O)[nH]1 | 107 | 109 | 102 | 111 | 84 | 106 | 106 | 113

Three structures out of the list, ordered by length of the SMILES, descending:
SMILES | CCRF-CEM | SR | RPMI-8226 | MDA-MB-435 | HOP-62 | MOLT-4 | MDA-MB-468 | K-562
FC(F)(F)c1nc2ccccc2n1Cc1nnc(SCc2cn(-c3cccnc3Cl)nn2)o1 | 105 | 87 | 104 | 101 | 112 | 95 | 89 | 115
Cc1nc2nc(SCCC(=O)O)[nH]c2c(=O)[nH]1 | 107 | 109 | 102 | 111 | 84 | 106 | 106 | 113
Clc1ccc(-c2nnc(Cn3ccnc3)o2)cc1 | 107 | 94 | 112 | 105 | 89 | 97 | 104 | 96

A second format for five compounds above.
structure	CCRF-CEM	SR	RPMI-8226	MDA-MB-435	HOP-62	MOLT-4	MDA-MB-468	K-562
O=c1nc2sc3ccccc3cc-2s1	105	117	102	102	100	102	96	100
CCCCCCCNc1nc(Cl)ncc1-c1ccc(C(F)(F)F)cc1	110	89	104	103	110	80	102	95
COc1ccc(C(C#N)C(=O)c2cc(OC)c3c(c2)OCCO3)cc1 (centres undefined)	103	128	102	99	119	107	.	122
CN(C)c1nn2c(-c3ccccc3)nnc2o1	105	102	112	104	107	104	105	119
CCOC(=O)/C=C/COC(=O)[C@@H]1CCCN1C(=O)CNC(=O)OC(C)(C)C	93	90	102	101	107	91	106	91

The list continues:
SMILES | CCRF-CEM | SR | RPMI-8226 | MDA-MB-435 | HOP-62 | MOLT-4 | MDA-MB-468 | K-562
O=c1[nH]c2ccc(Oc3ncccn3)cc2c(=O)n1Cc1cccc(NS(=O)(=O)c2ccc(Cl)cc2)c1 | 87 | . | 73 | 83 | 78 | 83 | 71 | 78
N#CC1=C(N)Oc2c(c(N)nn2-c2ccccc2)C1c1ccccc1 (centres undefined) | 102 | 103 | . | 107 | 95 | 102 | 110 | 100
CCOC(=O)c1ccc(NC(=O)CN2CCN(c3cc(=O)n(-c4ccccc4)c4ccccc34)CC2)cc1 | 73 | 82 | 56 | 92 | 65 | 51 | 42 | 48
CCN(CC)C(=O)c1ccc2c(c1)nc(-c1cc3ccccc3[nH]c1=O)n2-c1cc(C(C)(C)C)[nH]n1 | 117 | 105 | 105 | 103 | 112 | 102 | 101 | 101
O=C1CCC(N2Cc3cc(CC(=O)Nc4ccc(N5CCCCC5)cc4)ccc3C2=O)C(=O)N1 (centres undefined) | 17 | 77 | 66 | 71 | 23 | -7.4* | -16* | 77
N#Cc1c(-c2cccnc2)nc(SCCCCC(=O)NO)[nH]c1=O | 104 | 117 | 101 | 105 | 101 | 110 | 106 | 103
COc1ccc(OC)c(/C=C2/C3=C([C@@H](c4cc(OC)ccc4OC)C(C#N)=C(N)O3)[C@H]3CCC2N3C)c1 | 86 | . | 68 | 97 | 105 | . | 81 | 78
COc1ccc(/C=C2\CCC3C(CCCC34OCCO4)C2=O)cc1 (centres undefined) | 79 | 36 | 81 | 30 | 99 | 78 | 71 | 40
O=C1CCCCN1CCCCC#Cc1cccc(C#Cc2cccs2)c1 | 69 | 37 | 47 | 93 | 97 | 37 | . | 48
Nc1c(C(=O)Nc2cccc(Cl)c2)sc2nc3c(cc12)C(O)CCC3 (centres undefined) | 16 | 8.2* | 6.4* | -37* | 47 | 16 | 39 | 11
Cc1cccc(Nc2sc(C(=O)c3cc4cc(Cl)ccc4o3)c(N)c2C#N)c1 | 100 | 76 | 108 | 98 | 97 | 113 | 117 | 99
CC1(C)Oc2c(ccc(O)c2CN2CCOCC2)C2=C1CCCC2 | 98 | 96 | . | 111 | . | 91 | 110 | 95
CC(C)C(C)(O)c1ccccc1 (centres undefined) | 105 | . | 103 | 112 | . | . | 98 | .
Oc1ccc(-c2nocc2-c2c[nH]c3ccccc23)cc1 | 107 | 97 | 105 | 97 | 104 | 98 | 107 | 105
O=C1CSC(=NCC(=O)n2c(-c3ccccc3)nc3ccccc32)N1 | 109 | . | 104 | 107 | 88 | 103 | 98 | 109
O=C1CCC23OC(c4ccccc4)(C(=O)c4ccccc4N12)C1Nc2ccccc2SCC(=O)N13 (centres undefined) | 88 | 42 | 26 | 94 | 92 | 72 | 69 | 70
COc1cccc(-n2cc(C#N)c(N)c2C(=O)c2ccc(Br)cc2)c1 | 87 | 93 | 85 | 82 | 104 | 102 | 56 | 80
O=[N+]([O-])c1cccc(Br)c1 | 92 | 95 | 103 | 106 | 116 | 84 | 102 | 109
CC1CCc2c(sc3nc(SCC(=O)N/N=C/c4ccccc4)n(-c4ccccc4)c(=O)c23)C1 (centres undefined) | 68 | 69 | 105 | 98 | 90 | 92 | 94 | 112
C[C@@H]1NC(=O)[C@H](Cc2ccccc2)N(Cc2ccco2)C1=O | 96 | 91 | 97 | 105 | 105 | 94 | 104 | 93
O=C(CSc1nc2ccccc2c(=O)n1CCc1ccccc1)Nc1ccccc1 | . | . | . | 91 | 93 | 99 | 83 | .
CCOC(=O)C[C@@H](CC(=O)N[C@@H](CC(=O)N1CCn2c(nnc2C(F)(F)F)C1)Cc1cc(F)c(F)cc1F)CC(C)C | 100 | 85 | 97 | 97 | 91 | 77 | 97 | 100
CCN(CC)c1cc(C(C)(C)C)cc(C(C)(C)C)c1 | 104 | 97 | 107 | 101 | 104 | 100 | 112 | 119
CCSc1nc2sc3c(c2c(=O)n1-c1ccccc1)CCCCC3 | 94 | 93 | 99 | 102 | 105 | 101 | 136 | 92
COc1ccc(/C=C(/NC(=O)c2ccccc2)C(=O)O)cc1OC | 98 | 91 | 104 | 108 | 98 | 87 | 109 | 104
O=S(=O)(O)c1cc(Cl)cc(N=Nc2ccc(O)cc2O)c1O | 140 | 111 | 111 | 116 | 125 | 128 | 106 | .
O=C(/C=C/c1cccc([N+](=O)[O-])c1)OCc1ccc2cc1OCC#C/C=C\C#CCO2 | 93 | 88 | 92 | 122 | 101 | 84 | 75 | 106
O=C1/C(=C\c2cccn2Cc2ccc(Cl)cc2)c2ccccc2N1c1c(Cl)cccc1Cl | 82 | 75 | 76 | 106 | 99 | 75 | -28* | 76
CCC(N)COC(=O)c1ccccc1 (centres undefined) | 104 | 97 | 110 | 103 | 92 | 94 | 97 | 98
c1ccc2c(c1)-c1ccccc1C2N1CCOCC1 | 100 | 95 | 99 | 102 | 103 | 96 | 106 | 109
COc1ccc(-c2cc(-c3ccc(OC)c(OC)c3)nc(SCCCCCCC(=O)O)n2)cc1 | . | 102 | . | 106 | 109 | 104 | 112 | 95
Cc1cccn2c(C(=O)/C=C/c3ccc(N(C)C)cc3)cc(C(=O)/C=C/c3ccc(N(C)C)cc3)c12 | 107 | 95 | 98 | 104 | 104 | 100 | 106 | 99
COc1ccc(C2C(c3nn[nH]n3)=C(N)Oc3c2ccc2ccccc32)cc1 (centres undefined) | 75 | . | 67 | -27* | 70 | 53 | 44 | 19
Cc1ccc2sc(C)cc(=O)c2c1 | 99 | 91 | 104 | 109 | 106 | 88 | 114 | 96
COc1ccccc1Nc1ccc(N)cc1S(=O)(=O)O | 92 | 96 | 95 | 106 | 85 | 97 | 122 | 93
COC(=O)C(C)(C)C1Oc2ccc(OC)cc2C(=O)/C1=C\NS(=O)(=O)c1ccc(OC)cc1 (centres undefined) | 101 | 111 | 94 | 104 | 95 | 104 | 96 | 84
CN1C(=O)C2(SCC(C(=O)NC(C)(C)CC(C)(C)C)N2C(=O)C2CCCCC2)c2ccccc21 (centres undefined) | 89 | 102 | 88 | 103 | 95 | 85 | 101 | .
O=Nc1ccc(Nc2ccccc2)cc1 | 2.1* | 28 | 27 | 84 | 111 | 15 | -8.9* | 13
CCOC(=O)Cn1c(=O)sc2cc3ccccc3nc21 | 107 | . | 102 | 95 | 106 | . | 103 | .
CCSc1nnc(C2=CC(=O)c3ccccc3C2=O)n1-c1ccccc1 | 88 | 73 | 69 | 90 | 89 | 67 | 94 | 51
Cc1cccc(/C=C\C(=O)c2ccc(Cl)cc2)c1 | 69&84 | 3.4*! | 26 | 84&96 | 113&109 | 55&90 | 91&106 | 21&77
CN1CCN(c2ccc(Nc3nc(NCCNS(=O)(=O)c4ccccc4)c4sccc4n3)cc2)CC1 | 105 | 117 | 102 | 105 | 99 | 95 | 91 | 84
COc1ccc(-c2cc(-c3ccc(Cl)cc3)c(C#N)c(=O)n2CCCCC(=O)NO)cc1 | 64 | 40 | 34 | 91 | 67 | 81 | 73 | 62
CCOc1ccc(Nc2nc3ccccc3s2)cc1 | 91 | 97 | 101 | 112 | 119 | 82 | 105 | 82
CCOC(=O)c1ccc2c(c1)nc(/C=C/c1cc(OC)c(OC)c(OC)c1)n2-c1cc(C(C)(C)C)[nH]n1 | 81 | 73 | 82 | 85 | 93 | 71 | 81 | 63

Hits appear at their usual frequency. About 15% of those tested had a hit in this group.
